BRCA1 expr act = activators of BRCA1 expression | Potency, µM (series often up to 46.1 µM), without a hit: at the top dose activation, most hits filed as activators | MCF7-BRCA1-FFLuc reporter, luminescence, 48 h; response scale: scaled: vehicle 0%, 10 µM genistein 100% | 380,000 compounds, 1.1% hits | AID 624202; further: potency means the concentration at half of the fitted maximal effect; nearly all actives have a fitted effect of over 80% in size; some results filed as inactive show a strong effect at the top dose
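Reporter cells (MCF7, BRCA1 promoter-firefly luciferase) received library compounds across a concentration series for 48 h. End-point luminescence was measured and concentration-effect curves derived after normalization.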
USP2a block = USP2a (human) protease inhibition | 330,000 compounds, 0.01% hits | Potency, µM (top dose mostly 38.3 µM), without a hit: at the top dose activity change, negative = inhibition, most hits filed as inhibitors | O75604 | USP2 core, Ub-CHOP2 coupled fluorogenic reporter, 485/531;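 further: potency means the concentration at half of the fitted maximal effect; plate controls were DMSO wells for no effect and full inhibition by NEM control for full effect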
Target sequence (O75604 whole entry, looked up): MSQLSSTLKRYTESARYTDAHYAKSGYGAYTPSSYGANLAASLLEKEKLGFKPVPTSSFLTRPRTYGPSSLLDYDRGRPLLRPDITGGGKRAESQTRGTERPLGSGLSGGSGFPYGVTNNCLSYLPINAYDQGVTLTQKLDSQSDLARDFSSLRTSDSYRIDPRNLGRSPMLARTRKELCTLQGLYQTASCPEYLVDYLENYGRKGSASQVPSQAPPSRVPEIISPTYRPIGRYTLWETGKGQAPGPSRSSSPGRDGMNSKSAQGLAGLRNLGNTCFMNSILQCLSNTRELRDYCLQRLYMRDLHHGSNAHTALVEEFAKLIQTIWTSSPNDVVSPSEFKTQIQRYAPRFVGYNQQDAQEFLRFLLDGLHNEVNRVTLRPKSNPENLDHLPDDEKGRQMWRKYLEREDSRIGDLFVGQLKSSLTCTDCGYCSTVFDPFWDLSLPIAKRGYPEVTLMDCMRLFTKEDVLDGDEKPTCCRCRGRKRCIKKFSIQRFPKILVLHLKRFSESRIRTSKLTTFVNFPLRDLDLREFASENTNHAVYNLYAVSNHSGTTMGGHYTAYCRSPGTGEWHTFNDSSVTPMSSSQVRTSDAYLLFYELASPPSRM
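USP2 core (10nM final) preincubated 30min RT with compound in 20mM Tris-HCl pH 8.0, 2mM CaCl2, 2mM beta-mercaptoethanol, 0.05% CHAPS; 25nM Ub-CHOP2 plus 25nM reporter substrate added, fluorescence (Ex485/Em531) read after 60min.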
TRPV1 ag = human TRPV1 agonism. Q8NER1. TRPV1-expressing cells, Fluo-8 calcium influx, agonist mode. activation, % at 8.33 µM. 320,000 compounds, 0.19% hits. AID 540275; in the data active means activation above about 80%; inconclusive means between about 30% and that limit; further: 0% is about no effect
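TRPV1-expressing cells were cultured overnight at 35.5C and loaded with Fluo-8 calcium dye for 40 to 90 min at room temperature. After a 10 s baseline, compound was added and calcium influx was read kinetically for 3 min (ex 480/em 520 nm).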
p53 reactivator = re-activators of mutant p53; Potency, µM (series often up to 92.2 µM), without a hit: at the top dose activity change, positive = activation, actives largely listed as activators; 320,000 compounds, 0.063% hits; H1299 p53-A138V BP100-luciferase reporter, luminescence, 24 h; further: potency means the concentration at half of the fitted maximal effect; % of control where 0% means no effect; nearly all actives have a fitted effect of over 45% in size
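H1299 (p53-null), stable ts p53-A138V + BP100-Luc; 1000 cells/well, Opti-MEM/10% FBS; cpd 4 pt, 1:5; 24 h, 37 deg C, 5% CO2; detection reagent 10 min RT; luminescence.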
ASM inhibitor = human S-ASM enzyme inhibition. 340,000 compounds, 0.006% hits. placental ASM, HMU-PC fluorogenic substrate, 60 min. AID 504937. Potency, µM (highest dose often 57.5 µM), for inactives: at the highest dose activity change, negative = inhibition, most hits filed as inhibitors; further: potency means the concentration at half of the fitted maximal effect
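qHTS format. ASM enzyme prepared from human placenta hydrolyses the fluorogenic substrate HMU-PC0 (9 uM final) over 60 min at 37 °C after a 10 min compound preincubation.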
B2AR arrestin = beta2AR (human) beta-arrestin recruitment activity | 330,000 compounds, 0.02% hits | beta-arrestin recruitment to beta2AR, cell-based reporter | Potency, µM (doses to about 46.1 µM), for the others: top-dose activation, actives largely listed as activators | P07550 | AID 492947;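 further: potency means the concentration at half of the fitted maximal effect; 0% = DMSO controls and full agonism = EC100 isoproterenol or metaproterenol; nearly all actives have a fitted effect of over 65% in size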
PTAP TSG101 blk = blocks PTAP/TSG101 interaction to inhibit HIV-1 budding | Q99816 | Fluorescence polarization, FITC-PTAP peptide / Tsg101 binding | Potency, µM (doses to about 115 µM), for inactives: at the top dose activity change, negative = inhibition, hits mostly inhibitors | 340,000 tested, under 10 active | AID 493005; active means well fitted inhibition curve with a large enough effect in the main read-out, with a control signal flat, not every such curve was filed as active; inconclusive means small, poorly fitted or top-dose-only effect, or effect the other way, or a change in a side signal; inactive means no such curve, though single readings can be large or run the other way; further: potency means the concentration at half of the fitted maximal effect; % of control where 0% means no effect
Target sequence (Q99816 whole entry, looked up): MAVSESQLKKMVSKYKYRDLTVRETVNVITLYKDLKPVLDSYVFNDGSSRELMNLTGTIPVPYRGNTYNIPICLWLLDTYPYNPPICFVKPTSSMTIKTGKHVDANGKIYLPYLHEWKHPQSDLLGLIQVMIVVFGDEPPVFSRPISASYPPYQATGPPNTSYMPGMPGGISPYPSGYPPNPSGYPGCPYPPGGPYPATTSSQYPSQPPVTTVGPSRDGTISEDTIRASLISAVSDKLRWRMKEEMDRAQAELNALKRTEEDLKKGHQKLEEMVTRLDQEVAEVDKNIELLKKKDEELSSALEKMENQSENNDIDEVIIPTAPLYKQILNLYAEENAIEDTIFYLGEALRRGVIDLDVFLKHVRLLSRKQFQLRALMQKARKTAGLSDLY
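Steps: Tsg101 binding domain dispensed (10 uM final), compounds pinned in DMSO, FITC-labeled PTAP-motif peptide added (50 nM final); after 20 min binding at room temperature, polarization measured.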
uPA surface inh = blocks generation of uPA at the cell surface. Potency, µM (doses to about 38.3 µM), without a hit: top-dose activity change, negative = inhibition, actives largely listed as inhibitors. cell surface uPA generation assay, qHTS. 330,000 compounds, 0.31% hits. AID 540303; active means well fitted inhibition curve with a large enough effect; inconclusive means small, poorly fitted or top-dose-only effect; inactive means no such curve, though single readings can be large or run the other way; tested in mouse RAW 264.7 cells; further: potency means the concentration at half of the fitted maximal effect; on the % scale 0 is the no-effect control and ±100 the full control effect; nearly all actives have a fitted effect of over 55% in size
ELG1 genotoxic = genotoxicity induction in ELG1-luciferase HEK293T cells | Potency, µM (doses to about 46 µM), without a hit: at the highest dose activity change, positive = activation, actives largely listed as activators | 330,000 compounds, 1.3% hits | HEK293T ELG1-luciferase reporter, luminescence, 16 h; further: potency means the concentration at half of the fitted maximal effect; % of control where 0% means no effect; nearly all actives have a fitted effect of over 60% in size
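After overnight (16 hr) compound treatment at 37 °C, ELG1-luciferase HEK293T cells were lysed with ONE-Glo; luminescence quantified 30 min later at room temperature.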
Eya2 inh = blocks the phosphatase activity of human Eya2; O00167; recombinant Eya2, OMFP fluorescence dephosphorylation (OMFP is methylfluorescein phosphate); Potency, µM (series often up to 76.9 µM), without a hit: top-dose activity, negative = inhibition, actives largely listed as inhibitors; 330,000 compounds, 0.006% hits; AID 488837; further: potency means the concentration at half of the fitted maximal effect; on the % scale 0 is the no-effect control and ±100 the full control effect
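Eya2 protein (added as 0.2 uM solution) was preincubated with compound for 10 min at ambient temperature in 50 mM HEPES pH 7.5, 50 mM NaCl, 5 uM MgCl2, 0.05% BSA, 1 mM DTT. OMFP (added at 50 uM) then reacted 10 min; fluorescence read at 485/525 nm.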
Integrin act MD = activators of alpha7 integrin expression for muscular dystrophy; alpha7betagal myoblasts, beta-gal FDG fluorescence, 48 h; Potency, µM (doses to about 38.3 µM), without a hit: at the top dose activation, usual class: activators; 350,000 compounds, 0.064% hits; AID 624291;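 further: potency means the concentration at half of the fitted maximal effect; 100% = response of the positive control SU9516; nearly all actives have a fitted effect of over 60% in size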
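alpha7betagal+/- myoblasts (passage 13, 250/well) treated 48 h at 37C with compounds at 1:260 dilution of DMSO stock. Lysed, then beta-galactosidase activity read as FDG fluorescence (ex 480/em 540) after 30 min, with pre-read for autofluorescence.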
* marks the source's active call; other numbers are inactive results; ? = inconclusive; / = no result given; & = joins results of further samples; [ ] = remark or other dose. Unless noted, the call rests on the fitted dose curve; in most records, active means well fitted curve in the direction sought with a large enough effect; inconclusive means small, poorly fitted or top-dose-only effect, or another doubt; inactive means no such curve, though single readings can be large; an effect the other way counts as inactive or inconclusive. Compounds were not picked by outcome; any-hit rate near 2.6%.

no.	SMILES	BRCA1 expr act	USP2a block	TRPV1 ag	p53 reactivator	ASM inhibitor	B2AR arrestin	PTAP TSG101 blk	uPA surface inh	ELG1 genotoxic	Eya2 inh	Integrin act MD
1	COc1ccc(N(CC(=O)NCc2ccccc2C)S(=O)(=O)c2ccc(C)cc2)cc1OC	0%	0%	12	3%	-3%	-0.1%	-6%	3%	0%	10%	6%
2	CCc1ccc(OCc2nnc(NC(=O)c3cccs3)s2)cc1	19%	2%	-2	0%	0%	-0.1%	-9%	-2%	1%	7%	7%
3	Cc1noc(C)c1C(=O)N1CCN(S(=O)(=O)c2ccc(F)cc2)CC1	-6%	-1%	-3	-1%	1%	0.0%	-3%	1%	0%	8%	10%
4	CC1Cc2cc(/C(O)=C3/C(=O)C(=O)N(CC4CCCO4)C3c3ccco3)ccc2O1 (stereo not given)	-1%	1%	1	?	-1%	0.1%	-1%	0%	18%	-4%	-11%
5	O=C(COC(=O)CCSc1ccccc1)NCc1ccccc1Cl	3%	6%	-2	?	-2%	0.1%	-2%	-3%	0%	-12%	-4%
6	CCc1cc(C(=O)OC)c(NC(=O)CCC(=O)O)s1	0%	1%	0	12%	3%	2.9%	-5%	7%	1%	5%	-3%
7	O=C(NC1CCS(=O)(=O)C1)c1ccccc1Cl (stereo not given)	2%	2%	/	4%	-4%	0.0%	-7%	5%	7%	1%	-23%
8	COc1ccc(-c2nc3ccc(C)cn3c2NCc2ccc3c(c2)OCO3)cc1	65%	-6%	81*	0%	73%[activator]	-0.3%	0%	1%	12%	-11%	15%
9	COC(=O)c1ccc(CNC(=O)C23CC4CC(CC(C4)C2)C3)cc1	-19%	0%	17	-6%	-1%	0.2%	0%	0%	-4%	2%	11%
10	COc1ccc(-c2noc(CCC(=O)NC3CCCCCC3)n2)cc1	37%	2%	9	8%	-1%	0.0%	-7%	-1%	-2%	4%	-26%
11	CCN1C(=O)/C(=C2\C=Cc3ccccc3N2CC)SC1=S	9%	-2%	-1	-2%	-9%	-0.9%	-9%	9%	9%	4%	6%
12	C(=N\Nc1nc2ccccc2[nH]1)/c1ccc2ncccc2c1	0%	8%	-1	-8%	1%	-1.4%	-4%	-3%	-8%	7%	4%
13	O=C1C2C3C=CC(C3)C2C(=O)N1c1n[nH]c(-c2ccccc2)n1 (stereo not given)	2%	-1%	-3	-2%	-1%	0.3%	-3%	/	-6%	14%	-5%
14	CCOc1ccccc1-n1c(SCC(=O)NCc2ccco2)nnc1-c1ccncc1	-5%	2%	0	-1%	3%	-0.3%	-2%	-2%	0%	-24%	-13%
15	Cc1cccc(NC(=O)c2nc[nH]c2C(=O)N[C@@H](CC(C)C)C(=O)OCc2ccccc2)c1	-41%	-10%	?	-3%	-10%	3.0%	-4%	-1%	-2%	-16%	-25%
16	Cc1ccc(S(=O)(=O)N2CCCCC2)cc1NC(=O)COC(=O)c1ccc(=O)[nH]c1	-9%	0%	0	4%	-2%	-0.2%	-7%	15%	2%	5%	-54%[inhibitor]
17	Cn1c(=NC(=O)CN2C(=O)C3CC=CCC3C2=O)sc2ccccc21 (stereo not given)	-23%&-9%	0%	0	3%	-1%&6%	0.5%	-2%&-10%	-5%&-5%	?	1%	-17%&-50%
18	Cc1cccc(OCCSc2cc(C)nc(N)n2)c1	13%	6%	6	27%	4%	-1.2%	-4%	9%	1%	-14%	-4%
19	COc1cc(/C=C/C(=O)OCC(=O)NC(=O)NC(C)C)ccc1OCC#N	-10%	2%	-5	8%	-2%	0.3%	-1%	6%	2%	2%	-3%
20	O=C1Nc2cc(C(=O)NCCCN3CCCC3)ccc2S/C1=C/c1ccccc1F	-47%	0%	-4	-1%	-11%	0.1%	-4%	-11%	0%[9.26 µM]	-5%	0%
21	O=C(COC(=O)[C@@H]1CC(O)CN1S(=O)(=O)c1ccccc1[N+](=O)[O-])c1ccccc1 (stereo not given in full)	-21%	8%	-1	-2%	3%	-1.2%	-3%	-9%	2%	-1%	1%
22	COc1ccc(C(=O)Nc2ccc3c(c2)OCO3)cc1OC	?	-1%	13	?	0%	-1.2%	-2%	-16%	?	15%[15.4 µM]	12%
23	O=S(=O)(NCCc1cn2ccccc2n1)c1ccc2c(c1)OCCO2	27%	1%	-6	-8%	-2%	0.2%	-1%	-1%	3%	10%	-7%
24	CCCCNC(=S)NNC(=O)c1csc(C)c1	-1%	3%	-6	10%	1%	-0.3%	1%	0%	1%	5%	7%
25	COC(=O)CCc1c(C)c(C(=O)c2cccc(OC)c2OC)c2ccccn12	-1%	0%	6	-3%	-3%	-1.0%	-5%	4%	-4%	14%	?
26	COC(=O)c1ccccc1NC(=S)NC(C)=O	2%	1%	-6	4%	7%	-0.2%	-2%	9%	6%	11%	-4%
27	C=CCOc1ccc2cccc(/C=N/NC(=O)c3cc4cc([N+](=O)[O-])ccc4s3)c2c1	-6%	2%	3	1%	-3%	-1.0%	2%	/	15%	3%	10%
28	O=C1Cc2cc(NS(=O)(=O)c3cc(F)ccc3F)cc3c2N1CCC3	-13%	-3%	0	-3%	0%	0.0%	3%	-10%	4%	-12%	9%
29	Cc1nn(C)cc1CNCc1ccc(OCC(O)CN(C)Cc2ccccc2)cc1 (stereo not given)	-9%	-1%	0	-3%	6%	-0.9%	0%	-9%	-4%	-2%	-55%
30	Cc1ccc(CNC(=O)/C=C/c2ccccc2Cl)cc1	56%	1%	?	3%	-7%	0.0%	-1%	0%	6%	5%	-17%
31	Cc1ccc(S(=O)(=O)NC(C)C(=O)Nc2ccccc2C(=O)N2CCCC2)cc1 (stereo not given)	-22%	3%	-2	0%	-6%	-0.6%	-1%	7%	-5%	-1%	29%
32	CC(c1ccon1)N(C)Cc1cn(C)nc1-c1cccc(Cl)c1 (stereo not given)	-13%	2%	6	-2%	6%	-0.5%	-3%	-4%	-3%	0%	0%
33	CCOC(=O)C(=CNNc1ccccc1)C(=O)OCC	-22%	0%	-2	-1%	4%	-0.2%	-2%	3%	3%	6%	20%
34	S=c1[nH]nc(Cc2noc3ccccc23)n1-c1ccc(Cl)cc1	17%	2%	-1	-2%	3%	-0.5%	0%	2%	2%	-8%	8%
35	COc1ccc2sc(N(CCN(C)C)C(=O)/C=C/c3cccs3)nc2c1	-38%	-2%	2	2%	-4%	0.1%	-1%	?	-7%	10%	-58%[inhibitor]
36	O=c1c2nnn(-c3cccc(F)c3)c2ncn1Cc1ccccn1	-13%	-1%	?	6%	1%	0.0%	-2%	-1%	-14%	1%	19%
37	O=C(CCc1ccc(S(=O)(=O)N2CCOCC2)cc1)OCC(=O)c1ccc(Br)cc1	-2%	1%	/	-1%	-8%	-0.1%	-8%	10%	0%	-21%	-23%
38	COCc1nnc(NC(=O)C(C)C)s1	-1%	0%	1	-5%	1%	-0.1%	-4%	0%	-1%	10%	28%
39	O=Cc1cn(CC(O)CN2CCCCC2)c2ccccc12 (stereo not given)	10%	2%	1	4%	-3%	0.0%	-3%	6%	-2%	9%	?
40	CCC(C)(C)n1nnnc1C(c1ccccn1)N1CCOCC1 (stereo not given)	7%	1%	-3	-3%	4%	-0.6%	-5%	3%	0%	0%	-2%
41	Cc1ccc(C(=O)N2CCN(S(=O)(=O)c3ccccc3[N+](=O)[O-])C2)cc1	72%	-2%	7	19%	6%	0.1%	-3%	-31%	0%	16%	-19%
42	COc1ccc(N(C(C)=O)S(=O)(=O)c2cc(OC)ccc2OC)cc1	0%	0%	7	1%	3%	-0.8%	-2%	0%	1%	14%	-19%
43	COc1ccc(-c2[nH]ncc2CN2CCSCC2)c(OC)c1	3%	1%	2	3%	0%	-0.5%	-6%	0%	2%	-9%	9%
44	Cc1cc2nccc(-c3cccnc3)n2n1	-9%	13%	4	-1%	8%	-0.5%	1%	2%	-6%	5%	11%
45	Cc1sc2nc(CN3CCCC3)nc(N3CCN(C(=O)c4ccco4)CC3)c2c1C	0%	2%	0	-5%	4%	0.1%	-2%	0%	-3%	-4%	-12%
46	NC(=O)COC(=O)c1c2c(nc3ccccc13)CCC2	-33%	-1%	0	-1%	20%	-0.2%	-7%	4%	3%	-7%	0%

Only ASM inhibitor and uPA surface inh, for 2 of the compounds above:
| # | molecule | ASM inhibitor | uPA surface inh |
| --- | --- | --- | --- |
| 37 | O=C(CCc1ccc(S(=O)(=O)N2CCOCC2)cc1)OCC(=O)c1ccc(Br)cc1 | -8% | 10% |
| 46 | NC(=O)COC(=O)c1c2c(nc3ccccc13)CCC2 | 20% | 4% |

Screening data deposited in PubChem by National Center for Advancing Translational Sciences (NCATS).
